Screens from PubChem.
Efflux pump mplx: inhibitors of Candida efflux pumps in yeast, primary screen, S. cerevisiae, Nile Red, multiplex; inhibition, % at 10 µM; S. cerevisiae Candida pump triplex; hit rate 0.44% among 330,000; AID 485275, 2010;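 active = plate passing quality check with inhibition over a set limit, or well fluorescence over plate mean plus 4 SD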;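 also: Nile Red retained in pooled yeast measured as flow cytometry median fluorescence; 0% = buffer negative control and 100% = Enniatin B positive control; higher means more Nile Red kept so more efflux inhibition; some compounds called inactive have numbers as strong as hits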
proCasp7 act: procaspase-7 activators, primary screen, counter-screen for procaspase-3 activator project, biochemical, absorbance, HTS, human; Caspase-7 (Homo sapiens), P55210; recombinant procaspase-7, Ac-DEVD-pNA absorbance 405 nm; D23A/D198A/D206A triple mutant, cannot self-cleave; scale: DMSO 0, 5 µM enzyme 100; activation, % at 8.5 µM; hit rate 0.093% among 330,000;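 active = percent activation above the screen-wide mean plus 3 SD, cut at about 25% in these data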
Target sequence (P55210 whole entry D23A/D198A/D206A): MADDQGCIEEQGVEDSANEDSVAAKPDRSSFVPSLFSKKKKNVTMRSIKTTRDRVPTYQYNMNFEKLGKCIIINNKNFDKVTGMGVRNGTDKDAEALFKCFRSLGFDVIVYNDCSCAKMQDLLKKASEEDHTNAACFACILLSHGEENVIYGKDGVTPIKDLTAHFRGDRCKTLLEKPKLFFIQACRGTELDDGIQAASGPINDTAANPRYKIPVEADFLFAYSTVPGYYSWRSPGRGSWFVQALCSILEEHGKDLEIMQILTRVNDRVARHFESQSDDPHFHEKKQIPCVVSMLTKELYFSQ
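Assay system: Uncleavable procaspase-7 mutant enzyme / Input: 2 µM procaspase-7 mutant as dispensed / Dosing: single nominal 8.5 µM compound dose, 0.8% DMSO final / Timing: 1 h enzyme–compound preincubation and 2 h substrate reaction, both 25 °C / Detection: p-Nitroaniline absorbance at 405 nm, read at 0 and 120 min / Replication: singlicate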
TPT1 inhibitor: Candida albicans TPT1 enzyme inhibitors, primary screen, biochemical, fluorescence polarization. inhibition, % at 5 µM. hit rate 0.81% among 300,000. tRNA 2'-phosphotransferase TPT1 (Candida albicans SC5314). recombinant caTPT1, FP RNA substrate dephosphorylation;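 active = inhibition above the mean of all tested compounds plus 3 SD, set per screening campaign, cut at about 24% in these data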;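 also: plate controls were DMSO alone for no effect and ferristatin control at 100 nM for full effect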
proCasp3 act: activators of human procaspase-3 D3A mutant, primary screen, biochemical, absorbance, PC-3 D3A mutant, single concentration; recombinant procaspase-3 D3A, Ac-DEVD-pNA absorbance 405 nm; activation, % at 8.5 µM; hit rate 0.11% among 330,000; AID 463141, 2010;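 active = activation above the mean of all tested compounds plus 3 SD, cut at about 21% in these data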;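 also: 0% = DMSO alone and 100% = DMSO wells spiked with extra 5 µM PC-3 D3A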
Target sequence (P42574 whole entry D9A/D28A/D175A): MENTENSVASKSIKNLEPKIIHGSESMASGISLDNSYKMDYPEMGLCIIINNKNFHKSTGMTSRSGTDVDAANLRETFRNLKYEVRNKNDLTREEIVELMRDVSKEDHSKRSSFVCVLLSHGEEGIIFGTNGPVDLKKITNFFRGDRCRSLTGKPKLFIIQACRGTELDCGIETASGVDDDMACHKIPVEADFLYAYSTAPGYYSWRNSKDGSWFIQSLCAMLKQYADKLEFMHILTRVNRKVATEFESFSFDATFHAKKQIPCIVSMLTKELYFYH
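Test system: Procaspase-3 D3A mutant, all three cleavage aspartates alanine | Dosing: Single dose, 8.5 µM nominal compound, 0.8% DMSO | Schedule: 1 h preincubation, 2 h reaction | Technique: 405 nm absorbance of p-nitroaniline, reads at 0 and 120 min | Repeats: One well per compound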
core dimer inh: inhibitors of HCV core protein dimerization, primary screen, biochemical, TR-FRET, high-throughput | inhibition, % at 5 µM | hit rate 0.33% among 300,000 | TR-FRET GST/Flag-core106 dimerization, 1536-well;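 active = inhibition above the mean of all tested compounds plus 3 SD, set per screening campaign, cut at about 45% in these data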
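test system = GST/Flag-tagged HCV core106 proteins | probe or stimulus = Eu donor and XL665 acceptor anti-tag antibodies | times = compound-protein-antibody incubation 4 h at 22.5 °C | signal = TR-FRET, excitation 340 nm, emission 617 and 671 nm | measure = percent inhibition of core106 dimerization signal | controls = wells lacking GST-core106 and wells with excess unlabelled core106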
PP5 primary: PP5 phosphatase inhibitors, primary screen, biochemical, fluorescence | inhibition, % at 6.7 µM | Serine/threonine-protein phosphatase 5 (Homo sapiens), P53041 | purified PP5c, OMFP substrate fluorescence | hit rate 0.18% among 320,000;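 active = inhibition above the campaign's mean inhibition across all tested compounds plus 3 SD, cut at about 9.5% in these data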;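 also: 0% = DMSO only and 100% = 100 µM cantharidin control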
PP1 counter: PP1-alpha phosphatase inhibitors, primary screen, counter-screen for PP5 inhibitor project, biochemical, fluorescence, OMFP substrate, single point; Serine/threonine-protein phosphatase PP1-alpha catalytic subunit (Homo sapiens), P62136; inhibition, % at 6.7 µM; purified PP1alpha; hit rate 0.9% among 320,000;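 active = inhibition above the mean inhibition of all tested compounds plus 3 SD, computed separately for each screening campaign, cut at about 15% in these data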
Fh CTSL1 inh: Fasciola hepatica cathepsin L1 inhibitors, primary screen, counter-screen for PFM18AAP inhibitor project, biochemical, QFRET, fluorogenic peptide substrate | inhibition, % at 5.96 µM | hit rate 0.49% among 300,000 | AID 1906, 2009 | recombinant F. hepatica cathepsin L1, Z-Leu-Arg-MCA fluorescence;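 active = inhibition above the mean of all tested compounds plus 3 SD, set per screening campaign, cut at about 17% in these data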;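 also: 0% = plate median of test compound wells and 100% = 1 µM Z-Phe-Ala-diazomethylketone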
GASC-1 inh: inhibitors of GASC-1 histone demethylase, primary screen, biochemical, fluorescence, DELFIA europium. GST-JMJD2C(1-420) H3K9me3 demethylation. inhibition, % at 2.35 µM. hit rate 0.069% among 330,000;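 active = more than half of a compound's replicate wells show inhibition beyond 50%, single wells judged on their own value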;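 also: signal counts dimethyl H3K9 product captured on neutravidin plate; 0% = median of DMSO wells and 100% = 0.3 times that DMSO median; strong numbers were not always called active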
Target sequence (Q9H3R0 1-420 limits assumed): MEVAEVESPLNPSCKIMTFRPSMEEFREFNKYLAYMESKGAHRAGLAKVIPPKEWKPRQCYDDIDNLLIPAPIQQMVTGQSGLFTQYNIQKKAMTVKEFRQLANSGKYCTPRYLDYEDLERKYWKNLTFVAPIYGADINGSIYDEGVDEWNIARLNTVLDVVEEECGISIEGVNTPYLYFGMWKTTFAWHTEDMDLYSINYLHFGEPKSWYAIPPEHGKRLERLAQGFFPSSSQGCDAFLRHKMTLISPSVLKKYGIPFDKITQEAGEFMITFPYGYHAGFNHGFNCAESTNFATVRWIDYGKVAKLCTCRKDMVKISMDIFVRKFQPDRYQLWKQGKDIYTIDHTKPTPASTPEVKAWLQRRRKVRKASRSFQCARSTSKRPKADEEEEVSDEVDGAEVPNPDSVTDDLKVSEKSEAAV
* hit, by the source's call; · = no result given; & = joins results of further samples.

SMILES	Efflux pump mplx	proCasp7 act	TPT1 inhibitor	proCasp3 act	core dimer inh	PP5 primary	PP1 counter	Fh CTSL1 inh	GASC-1 inh
O=C(Nc1ccccc1)C(=O)c1cn(CC(=O)N2CCCCC2)c2ccccc12	0.1	7	-1	-2	-1	0.9	0	0	-6
COc1ccc(S(=O)(=O)N2CCCCC2C(=O)O)cc1OC (stereo unspecified)	-0.1	9	3	4	-1	-0.1	-2	-4	-7
CC(C)NC(=S)Nc1ccc(S(=O)(=O)Nc2ncccn2)cc1	0.0	-3	-1	-8	-4	0.5	0	3	-1
O=C(/C(C=Nc1cccc(C(F)(F)F)c1)=C(/O)c1ccco1)C(F)(F)F	-0.4	0	5	-8	4	-1.6	3	5	-8
Oc1ccccc1N1CCN(c2nc(-c3cccs3)nc3ccccc23)CC1	0.0	7	4	-4	6	1.6	4	0	7
COc1ccc(N/N=C(\C#N)C(=N)N2CCCCC2)cc1	-0.1	-8	-2	4	-3	-2.0	-4	1	-10
CC1=NN(C(N)=S)C(=O)C1N=Nc1ccccc1Cl (stereo unspecified)	-0.1	6	-1	3	-6	4.6	-1	2	4
O=C(C[n+]1cccc(CNC(=O)c2ccc(OC(F)F)cc2)c1)Nc1cccc(C(F)(F)F)c1	0.2	10	0	-3	-5	-0.5	-1	-6	-3
Cc1nn(CC(=O)Nc2ccc3c(c2)OCCO3)c(C)c1[N+](=O)[O-]	0.0	-6	·	9	·	·	·	·	-1
CCOC(=O)CCc1c(C)nc2c(c(C)nn2-c2ccccc2)c1C	-0.1	-4	2	-5	-2	-2.4	-5	-5	9
Cc1ccc(C(=O)NN(CCC(=O)NC(C)(C)C)C2=NS(=O)(=O)c3ccccc32)cc1	-0.1	1	-2	7	-23	-0.6	3	-17	6
Cc1nc(N=C(N)N)nc2c(C)cccc12	-0.1	10	2	8	1	-3.5	-3	-4	-5
CCOC(=O)Cn1c(=NC(=O)C(C)C)sc2c(C)cc(C)cc21	-0.2	6	0	6	5	-0.1	1	1	0
CC(/C=N/N1CCN(c2ccccc2)CC1)=C\c1ccccc1	0.0	-4	-2	2	0	0.3	-2	2	4
O=C(NCc1ccccn1)c1c(O)c2cccc3c2n(c1=O)CC3	0.1	-3	-4	4	9	-1.5	0	4	4
CCc1ccc(-n2cccc2/C=C2/C(=N)N3C(=NC2=O)SN=C3S(C)(=O)=O)cc1	0.2	-9	14	-5	49*	3.0	3	0	7
O=[N+]([O-])c1ccccc1S(=O)(=O)Oc1ccc(/C=N/n2cnnc2)cc1	0.1	0	3	-1	-3	0.7	-1	-3	-8
O=C(NN1CCOCC1)c1ccc(Cl)cc1	0.2	-2	-1	-1	-7	-2.0	-2	-2	0
CC(C)(C)c1ccccc1NC(=O)c1ccco1	0.0	-8	-3	9	-4	1.2	-5	-2	3
COc1cc(NC(=O)COC(=O)CC(C)(C)C)c(C)cc1[N+](=O)[O-]	0.5	10	-1	-8	-7	3.7	-3	-5	5

A portion of the results above:
SMILES	Efflux pump mplx	proCasp7 act	TPT1 inhibitor	proCasp3 act	core dimer inh	PP5 primary	PP1 counter	Fh CTSL1 inh	GASC-1 inh
CC(C)(C)c1ccccc1NC(=O)c1ccco1	0.0	-8	-3	9	-4	1.2	-5	-2	3
COc1cc(NC(=O)COC(=O)CC(C)(C)C)c(C)cc1[N+](=O)[O-]	0.5	10	-1	-8	-7	3.7	-3	-5	5

Carrying on:
SMILES	Efflux pump mplx	proCasp7 act	TPT1 inhibitor	proCasp3 act	core dimer inh	PP5 primary	PP1 counter	Fh CTSL1 inh	GASC-1 inh
CC(C)NC(=O)/C(=C/c1ccco1)c1ccccc1	-0.2	-1	-4	1	-7	4.8	-3	3	-17
COc1ccccc1CCN1CCCC(CN(C)C(=O)c2ccco2)C1 (stereo unspecified)	0.0	5	1	0	6	-1.8	-3	-5	-17
Cc1cc(Cl)ccc1NC(=O)CSc1n[nH]c(N)n1	-0.3	-3	·	5	·	1.8	1	·	2
CSCC(=O)NS(=O)(=O)c1ccc(C)cc1	·	1	-4	4	6	2.2	1	-4	3
C=CCn1c(CNC(=O)c2cccs2)nnc1SCC(=O)c1ccc(Br)cc1	0.0	11	1	3	-2	3.3	-4	0	-2
O=C(C1CCCN(Cc2ccccc2)C1)N1CCCCC1 (stereo unspecified)	0.0	6	-2	-1	-3	-1.0	1	-2	13
O=C(CN(Cc1ccccc1)C(=O)CCC(=O)Nc1nccs1)NCC1CCCO1 (stereo unspecified)	0.1	-7	-5	8	8	-0.2	-3	-4	-3
COc1ccccc1OCc1ccc(C(=O)N2CCCCC2)o1	0.1	-11	1	-6	-2	-0.1	-8	-2	-33
CCC1CCCCN1CCCCOc1cccc(Cl)c1 (stereo unspecified)	0.0	6	0	3	-1	0.8	0	0	-9
CC1(C)CC(=O)C2=C(C1)NC(=O)CC2c1ccc(F)cc1 (stereo unspecified)	0.0	6	-3	9	4	2.5	-5	1	3
CCN1CCc2c(sc(NC(=O)Nc3ccc(Cl)c(Cl)c3)c2C(N)=O)C1	0.1	-15	13	-21	-1	0.2	1	12	5
Cc1ccc(C)c(N(C(=O)CNC(=O)c2ccco2)C(C(=O)NC2CCCCC2)c2ccncc2)c1 (stereo unspecified)	0.6	2	0	1	-2	1.8	2	-2	1
Cc1cc(C)n(CC2CC(=O)N(c3ccc(F)c(Cl)c3)C2=O)n1 (stereo unspecified)	-0.1	14	-5	8	-6	-0.9	-3	3	-8
COc1ccc(S(=O)(=O)Nc2ccc(Cc3ccncc3)cc2)cc1OC	-0.1	-4	-1	10	13	2.2	0	5	-3
Cc1ccc2c(CSc3nnc(C4CC4)n3N)cc(=O)oc2c1	-0.2	8	-1	9	5	-0.1	-3	-3	-6
CCOC(=O)C1CCCN(C(=O)c2cn(C)c3ccc(S(=O)(=O)N(C)C)cc3c2=O)C1 (stereo unspecified)	0.0	3	-2	-6	1	3.8	-6	-4	27
O=c1cc(CSc2ccccn2)nc(N2CCN(c3ccccc3)CC2)[nH]1	0.1	9	1	8	3	-0.7	-2	2	-3
N/C(=N\OC(=O)c1ccc(F)cc1)c1cccc([N+](=O)[O-])c1	0.0	-7	1	8	0	2.2	-1	-2	1
Cc1ccc(CSCC(=O)Nc2ccccc2)cc1	0.0	6	-1	2	1	2.0	2	1	-2
CC(=O)NS(=O)(=O)c1ccc(N/C(N)=N/c2nc(C)cc(C)n2)cc1	-0.1	3	-2	-4	6	-0.6	-3	0	-8
CCC1(c2ccccc2)NC(=O)N(CC(=O)Nc2cc(S(=O)(=O)N3CCCCCC3)ccc2OC)C1=O (stereo unspecified)	0.2	19	2	-10	8	2.4	6	-6	-2
Cn1cccc1/C=N/n1cnnc1	0.0	-1	1	1	-1	-0.8	-7	0	-5
CN(C1CCCCC1)S(=O)(=O)c1ccc(NC(=O)c2ccc(Br)o2)cc1	0.1	-5	0	4	-9	5.2	7	-2	-5&-1
N#Cc1cccc(NC(=O)COC(=O)Cn2nc(-c3ccccc3)oc2=O)c1	-0.1	7	·	8	·	4.1	-3	·	-7
Cc1cc(C)n(S(=O)(=O)c2ccc(Cl)c(Cl)c2Cl)n1	-0.5	3	-3	2	-3	0.6	1	1	-1
O=C(COC(=O)CCC1CCCC1)Nc1ccc(F)cc1Cl	-0.1	-17	·	7	·	2.0	5	·	10
CC(=O)Nc1cc(C(=O)OCC(=O)c2ccc(Cl)cc2Cl)ccc1C	0.1	-3	-2	-4	0	3.8	-4	2	0
CN1CCCC1CCNc1ccc2oc3ccccc3c(=O)c2c1 (stereo unspecified)	0.0	-7	-9	3	-3	3.2	1	1	-1
CCOC(=O)c1oc2ccccc2c1COC(=O)CNC(=O)c1ccccc1OC	0.2	1	0	-6	1	0.7	-4	-12	-12
Cc1cc(/C=C(\C#N)C(N)=O)c(C)n1-c1ccc(N2CCOCC2)c([N+](=O)[O-])c1	0.0	-5	1	9	5	0.7	1	5	-5
O=C(COC(=O)CCc1ccc(S(=O)(=O)N2CCOCC2)cc1)NCc1ccccc1Cl	-0.1	7	-2	7	2	-0.1	-5	-8	4
COc1ccc(CNC(=O)c2cc3cccc(O)c3oc2=N)cc1	0.3	0	-2	6	-3	1.7	0	-2	10
COc1ccc(S(=O)(=O)Nc2ccc(F)c(F)c2)cc1Cl	0.0	-1	4	10	4	3.8	0	-2	2
O=C(CN1CCN(Cc2ccccc2Cl)CC1)N/N=C/c1cccs1	0.1	1	0	-5	3	0.3	-5	1	5
O=[N+]([O-])c1ccccc1NC(=S)N/N=C/c1ccc(O)c(O)c1	-0.1	-19	-3	-9	-3	1.9	-5	4	5
O=Cc1c(N2CCC3(CC2)OCCO3)nc2ccccn2c1=O	-0.1	1	-2	10	0	-0.3	-2	-7	0
O=C(COC(=O)c1ccc2c(c1)OCCO2)Nc1cc(S(=O)(=O)N2CCOCC2)ccc1Cl	-0.1	14	0	2	4	3.7	-1	-1	0
O=C(NCC1(N2CCOCC2)CCCCC1)c1cccc(S(=O)(=O)Nc2ccc(F)cc2)c1	-0.3	-5	·	4	·	0.5	-1	·	7
Cc1nn(CCCC(=O)Nc2cc(Oc3ccccc3)cc([N+](=O)[O-])c2)c(C)c1[N+](=O)[O-]	-0.2	4	-1	5	7	4.5	-1	5	3
COc1ccccc1NC(=O)c1ccc2c(c1)OCO2	0.2	6	2	6	15	-0.5	1	0	-2
CC(C)[C@H](NC(=O)N1c2ccccc2NC(=O)[C@@H]1C(C)C)C(=O)N[C@@H](Cc1ccccc1)C(=O)O	0.3	8	-3	-2	0	4.2	-2	-3	-15
COc1cccc(C(=O)O/N=C(\N)c2ccc(C)cc2)c1	-0.1	13	0	8	1	-2.1	-3	0	4
NS(=O)(=O)c1ccc(NC(=S)N2CCC(Cc3ccccc3)CC2)cc1	0.0	-6	0	-12	5	0.5	-3	-1	6
Cc1cc(N/N=C/c2ccc(O)cc2O)nc(N2CCOCC2)n1	0.1	4	1	-3	-2	0.8	0	1	0
CCNC(=S)N(CCc1c(C)[nH]c2ccc(C)cc12)Cc1cccs1	-0.1	6	-2	-1	-1	4.2	3	0	-9
COc1ccc(C(=O)N/C(=C\c2ccccc2)C(=O)NC(CCSC)C(=O)O)cc1 (stereo unspecified)	-0.2	3	-4	-1	-10	3.0	5	-1	-7
